Compound activity: PubChem BioAssay, Sanford-Burnham Center for Chemical Genomics
H9c2 TAG inh – reduces triacylglycerol accumulation in H9c2 cells; Nile Red lipid (TAG) fluorescence; cells loaded with 200 µM oleic acid; inhibition, % at 12.5 µM; hit rate 0.66% among 230,000;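 active means pattern-corrected inhibition of lipid staining of at least 50% with the nuclear-stain viability signal not falling by more than 50%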;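 further: 0% = DMSO wells and 100% = triacsin C control wells; some results filed as inactive read as strong as hits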
H9c2 TAG inh DAPI viability – further read-out of H9c2 TAG inh, marked with its call; DAPI nuclei signal change (viability), lower = more cytotoxic, %;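 whole-well DAPI fluorescence read on a plate reader as a viability signal; minus 50 percent equals half of cells still viable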
* = called active by the depositor.

SMILES	H9c2 TAG inh	H9c2 TAG inh DAPI viability
CCOC(=O)C1CCN(C(=O)COC(=O)c2cc([N+](=O)[O-])ccc2N2CCOCC2)CC1	4	-7
O=c1nc(SCc2c(F)cccc2Cl)nc(-c2ccc(Cl)cc2)[nH]1	-3	-2
CCN1C(=O)NC(c2ccccc2)(c2ccccc2)C1=O	-6	11
CCOc1ncccc1C(=O)OCc1cc(=O)oc2c(C)c(C)ccc12	6	-13
COC(=O)c1ccc(-c2noc(CN(C)Cc3ccncc3C)n2)cc1	-2	-7
O=C(COC(=O)c1cnccn1)c1ccc(-c2ccccc2)cc1	0	10
O=C(CSc1nc2ccccc2s1)Nc1ccc2c(c1)OCO2	-8	0
Cc1ccc(S(=O)(=O)N2CCN(C(=O)c3ccc(S(=O)(=O)N4CCCC4)cc3)CC2)cc1	-25	-3
CC(c1ccc(F)cc1)n1cc(C(=O)NCCN(C)C)nn1 (stereo not given)	-20	1
CCN1CCN(c2oc(-c3ccc([N+](=O)[O-])cc3)nc2C#N)CC1	6	-2
C[C@H]1CN([C@@H](C)CO)C(=O)c2cccc(NC(=O)Nc3ccc(C(F)(F)F)cc3)c2O[C@@H]1CN(C)S(=O)(=O)c1ccc(Cl)cc1	35	-6
CC(=O)Nc1ccc(S(=O)(=O)Nc2nnc(CC(C)(C)C)s2)cc1	10	0
Cc1nc(N2CCCCC2)sc1C(=O)c1ccc(SCCO)c([N+](=O)[O-])c1	9	5
CC(=O)Nc1ccc(SCCN2CC[C@@H](C)CCC2=O)cc1	-15	24
CCc1cc(C(=O)N/N=C/c2ccc(O)cc2O)c2ccccc2n1	-15	-22
C[C@@H]1CN([C@H](C)CO)C(=O)CCCn2nncc2CO[C@H]1CN(C)Cc1ccc(C(=O)O)cc1	-13	2
NC(=O)c1cccc2c3c([nH]c12)CCCC3	-4	3
O=C(N/C(=C\c1ccc(Br)cc1)C(=O)N1CCCC1)c1ccccc1F	-5	7
Cc1cccc(NC(=O)CN(c2ccc(C(C)C)cc2)S(=O)(=O)c2c(C)nn(C)c2C)n1	5	-8
COc1ccc(Cl)cc1NC(=O)CSc1nnc(C)c(=O)n1N	13	4
O=C(N/N=C/c1cc([N+](=O)[O-])ccc1N1CCCCCC1)c1ccccn1	-12	-4
COc1ccccc1C(=O)NC(CCSC)C(=O)Nc1ccc(C)c(S(=O)(=O)N2CCOCC2)c1 (stereo not given)	-5	2
CCN(CC)Cc1c(O)ccc2c(=O)c(Oc3ccccc3OC)c(C)oc12	9	7
CC(C)(C)C(=O)Cn1c(NCCCO)nc2ccccc21	-12	4
Cc1nc2c3cnn(-c4ccccc4)c3ncn2n1	9	11
O=C(COC(=O)CCS(=O)(=O)c1ccccc1)Nc1ccc(N2CCCCC2)cc1	4	-10
O=[N+]([O-])c1cncc([N+](=O)[O-])c1Nc1ccccc1Cl	-7	-3
Cc1ccc(S(=O)(=O)N2CCC(NC(=O)OC(C)C)CC2)cc1	-10	4
O=C(CSc1ccc2nnc(CCNC(=O)c3ccccc3)n2n1)NCc1ccco1	13	-7
CC1CCN(S(=O)(=O)c2ccc3c(c2)c(=O)c(C(=O)N2CCCCC2)cn3C)CC1	-16	-5
Cc1nc2ncccn2c1-c1csc(Nc2ccc(N(C)C)cc2)n1	38	-19
CC(C)C(NC(=O)C(Cc1ccccc1)NC(=O)OCc1ccccc1)C(=O)O (stereo not given)	6	-8
Cc1cc(C)cc(OCC(=O)NCCc2nc3ccccc3[nH]2)c1	-4	12
CCc1nc2ccc(C(=O)NCCCN3CCCC3=O)cn2c1N(C=O)CC	-11	4
CC(=O)c1sc(N/N=C\c2cccc(Br)c2)nc1C	26	21
O=C(CCn1c(=O)oc2ccccc21)N1CCOCC1	10	-16

A second format for part of the listing above:
Values run as follows: H9c2 TAG inh | H9c2 TAG inh DAPI viability
Cc1nc2c3cnn(-c4ccccc4)c3ncn2n1
  9 | 11
O=C(CCn1c(=O)oc2ccccc21)N1CCOCC1
  10 | -16
CC1CCN(S(=O)(=O)c2ccc3c(c2)c(=O)c(C(=O)N2CCCCC2)cn3C)CC1
  -16 | -5
CC(=O)c1sc(N/N=C\c2cccc(Br)c2)nc1C
  26 | 21

One compound at a time, from the list above.
Record of O=C(CCn1c(=O)oc2ccccc21)N1CCOCC1 = H9c2 TAG inh = 10; H9c2 TAG inh DAPI viability = -16
Record of Cc1nc2ncccn2c1-c1csc(Nc2ccc(N(C)C)cc2)n1 = H9c2 TAG inh = 38; H9c2 TAG inh DAPI viability = -19
Record of Cc1cc(C)cc(OCC(=O)NCCc2nc3ccccc3[nH]2)c1 = H9c2 TAG inh = -4; H9c2 TAG inh DAPI viability = 12

Continued.
SMILES	H9c2 TAG inh	H9c2 TAG inh DAPI viability
O=C(CN1C(=O)C2C3C=CC(C3)C2C1=O)NCCN1CCCc2ccccc21 (stereo not given)	-3	3
CSc1cc(C)n(-c2ccccc2C)c(=S)c1C(C)=O	-1	6
CC(=O)Nc1ccc(S(=O)(=O)NC(C)c2ccccc2)cc1 (stereo not given)	-5	2
C/C=C(\C)C(=O)NCCN1C2=NC[C@H](C)N2C[C@@H]1Cc1ccc(OC)cc1	1	17
CCOC(=O)C1(Cc2ccc(Cl)cc2)CCN(Cc2cn(CC)nc2C)CC1	-11	9
CC1CCCC(NC(=O)CCn2c(=S)oc3ccccc32)C1C (stereo not given)	1	1
Cc1ccc2c(c1)C(=O)C(=O)N2Cc1ccc(Br)cc1	16	-35
Cc1cc(Br)ccc1SCC(=O)OCC(=O)Nc1ccc2[nH]c(=O)[nH]c2c1	7	-2
COc1cc2c(cc1OC)CN(C(=S)Nc1cccc(Cl)c1C)CC2	18	-11
CCN(CC)C(=O)c1cccc(NC(=O)CCc2nc3sc4c(c3c(=O)[nH]2)CCCC4)c1	10	5
S=C(NCCc1ccc(Cl)cc1)NC1CC1	-9	2
CSCc1cccc(C(=O)OC(C)C(=O)Nc2c(C)n(C)n(-c3ccccc3)c2=O)c1 (stereo not given)	-14	6
O=C1CSC(c2cccnc2)N1Cc1ccc(Cl)c(Cl)c1 (stereo not given)	4	-9
CC(=O)c1ccc(OCCCC(=O)Nc2nnc(C3CC3)s2)cc1	-4	6
COc1cc(NC(=S)NCCc2ccccc2)c(OC)cc1NC(=O)C(C)C	1	-4
Cc1cc(C)nc(/N=C(\N)Nc2ccc(-c3ccccc3)cc2)n1	4	8
CC1=NN(c2ccccc2)C(=O)C1C=Nc1ccc(N(C)C)cc1 (stereo not given)	-5	6
Cc1cc(C(=O)N2CCN(c3cccc(Cl)c3)CC2)c(C)o1	-32	6
COc1cc2c(=O)n(CCC(=O)NCC3CCCO3)c(=O)n(CC(=O)c3ccc(Cl)cc3)c2cc1OC (stereo not given)	11	0
O=C1c2ccccc2CC1Sc1nnc(-c2ccncc2)o1 (stereo not given)	-14	17
CS(=O)(=O)N(CC(=O)NCCc1ccccc1)c1cccc([N+](=O)[O-])c1	4	-4
Clc1ccc(-c2nc3nc4ccccc4nc3n2Cc2ccco2)cc1	-14	-12
CCCN(C(=O)CSc1nnc(N)s1)c1c(N)n(Cc2ccccc2)c(=O)[nH]c1=O	-2	-3
CC(C(=O)OCC(=O)c1ccccc1)N1C(=O)c2ccccc2C1=O (stereo not given)	-9	-1
CCNC(=S)Nc1ccc(Cc2ccncc2)cc1	-7	7
Cc1ccc(C)c(OCCC(=O)Nc2cccc(S(=O)(=O)N3CCCC3)c2)c1	-7	-5
Nc1c(C(=O)O)ccc2c1C(=O)c1ccccc1C2=O	-10	8
CN(Cc1ccc(F)cc1)C(=O)c1cccc(NS(=O)(=O)c2ccccc2)c1	-9	8
O=C(N/N=C\c1ccncc1)c1ccc(Cl)s1	15	0
COc1ccc([N+](=O)[O-])cc1NC(=O)c1ccc(CN(c2ccccc2)S(C)(=O)=O)cc1	5	-4
O=C(NCCc1csc(-c2cccnc2)n1)c1ccco1	6	-3
COc1cc(NC(=O)CSc2nnc(Cn3nnc4ccccc43)n2C)cc(OC)c1	1	-1
CC1CCN(CC(=O)NCc2ccco2)CC1	-2	-5
O=C(COc1ccc(F)cc1Br)NCC1(N2CCCCC2)CCCCC1	7	-6
CCOc1cc2[nH]c(=O)n(Cc3cccc(OC)c3)c(=O)c2cc1OCC	25	10
Cc1noc(C)c1S(=O)(=O)N(C)C[C@H]1Oc2ccc(NC(=O)Cc3ccccc3)cc2C(=O)N([C@H](C)CO)C[C@@H]1C	-5	-8
Cc1c(/C(O)=C2\C(=O)C(=O)N(CCN(C)C)C2c2cccs2)cnn1-c1ccccc1 (stereo not given)	-29	6
COc1cnc(NS(=O)(=O)c2ccc(N)cc2)nc1	12	1
CCOC(=O)c1nc2nc(C)cc(=O)n2[nH]1	-8	3
CCOC(=O)C1=C(c2ccccc2)Nc2ncnn2C1c1ccc(C(=O)O)cc1 (stereo not given)	-1	3
CC(C)[C@@H]1NC(=O)c2cc([N+](=O)[O-])cc(I)c2NCCC[C@@H](C(=O)NC(CC(=O)O)C(N)=O)NC(=O)[C@H](CO)NC1=O (stereo not given in full)	-64	-11
COCC1CCN(Cc2cn(Cc3ccccc3)nc2-c2cc3ccccc3o2)CC1	-1	19
CCCn1c(SCC(=O)Nc2sc(C)c(C)c2C(=O)OCC)nc2c1c(=O)n(C)c(=O)n2C	-17	6
Cc1[nH]c2ccccc2c1/C=N/NC(=O)c1cccs1	16	8
Cc1ccc(P(=O)(O)c2ccc(C)cc2)cc1	1	8
Cc1ccc(C(=O)OCC(=O)NCCNC(=O)COC(=O)c2ccc(C)s2)s1	1	1
CCN(CC)CCN(C(=O)c1ccc2c(c1)CCCC2)c1nc2cc(OC)c(OC)cc2s1	24	6
COc1ccc(-c2c(C)oc3c(CN4CCN(CCO)CC4)c(O)ccc3c2=O)cc1OC	4	4
Cc1ccc(S(=O)(=O)N2CCCCC2)cc1NC(=O)c1ccc(Br)o1	-20	-3
O=C(CCSc1nnc(-c2ccco2)o1)Nc1ccc(Cl)cc1	11	-9
CCO[C@H]1OC(C(=O)NCc2nc3ccccc3[nH]2)=C[C@@H](C)[C@@H]1CCCO	5	0
Cc1ccc(CN2CC(C(=O)NC3CCCC(C)C3C)CC2=O)cc1 (stereo not given)	-5	-2
CCOc1ccc2nc(NC(=O)COc3ccc(N(C)S(=O)(=O)c4ccc(C)cc4)cc3)sc2c1	16	-2
CCCN(CC(=O)Nc1cc(Cl)ccc1Cl)C(=O)c1ccccc1SCC(=O)N1CCCC1	18	-4
O=C(Nc1nc2ccccc2[nH]1)c1cccs1	-6	6
O=C(CSc1nc2cccnc2n1Cc1ccccc1)NCc1ccco1	-9	4
CCN1C=C(Cc2ccccc2C)C2=C(C1)C(c1ccccc1C)C(C#N)=C(N)O2 (stereo not given)	-6	7
COc1ccc(CC(=O)Nc2nnc(-c3cccc([N+](=O)[O-])c3)s2)cc1	-5	2
COCCN(C(=O)COC(=O)CSc1ccc(Cl)cc1)c1c(N)n(Cc2ccccc2)c(=O)[nH]c1=O	-2	1
COc1ccc([N+](=O)[O-])cc1COc1ccc2c(-c3ccccc3)cc(=O)oc2c1	-21	13

(further entries)
SMILES	H9c2 TAG inh	H9c2 TAG inh DAPI viability
CC(C)(CC(=O)O)CC(=O)N1CCCN(c2nc3ccc(Cl)cc3s2)CC1	1	14
CCN(CC)CCN1CCN(c2cncc(-c3ccc4ccccc4c3)n2)CC1	1	9
CCn1nnc(NC(=O)c2cccnc2Cl)n1	-11	10
CC(NC(=O)CN(c1cccc(C(F)(F)F)c1)S(C)(=O)=O)c1ccccc1 (stereo not given)	1	1
O=C(Nc1nccs1)c1cc2sccc2n1Cc1ccc(Cl)cc1	-5	0
Cc1cc(C(=O)CSc2nnnn2-c2ccccc2)c(C)n1CCc1ccccc1	25	-15
Cc1cnccc1CNC(=O)CC1C(=O)NCCN1CC(C)(C)C (stereo not given)	-1	-5
CCOC(=O)c1sc(NC(=O)CSc2nnnn2-c2ccccc2)c(C(=O)OCC)c1C	19	1
CCC(=O)NC(c1ccccc1)c1c(OC(C)=O)ccc2ccccc12 (stereo not given)	-32	-3
COc1ccccc1N1CCN(S(=O)(=O)CCNC(=O)CC2CCCCC2)CC1	-4	-5
CNS(=O)(=O)c1ccc(NC(=O)Nc2ccc3c(c2)OCO3)cc1	-14	-2
COc1ccc(Cn2cc([N+](=O)[O-])nc2C)cc1[N+](=O)[O-]	-9	3

Single entries from the list:
`Cc1cc(C(=O)CSc2nnnn2-c2ccccc2)c(C)n1CCc1ccccc1` in H9c2 TAG inh is listed with 25
`CNS(=O)(=O)c1ccc(NC(=O)Nc2ccc3c(c2)OCO3)cc1` in H9c2 TAG inh DAPI viability is listed with -2
`CC(C)(CC(=O)O)CC(=O)N1CCCN(c2nc3ccc(Cl)cc3s2)CC1` in H9c2 TAG inh DAPI viability is listed with 14
`CCN(CC)CCN1CCN(c2cncc(-c3ccc4ccccc4c3)n2)CC1` in H9c2 TAG inh DAPI viability is listed with 9
`Cc1cnccc1CNC(=O)CC1C(=O)NCCN1CC(C)(C)C` (stereo not given) in H9c2 TAG inh is listed with -1
`CCn1nnc(NC(=O)c2cccnc2Cl)n1` in H9c2 TAG inh DAPI viability is listed with 10

(continued)
SMILES	H9c2 TAG inh	H9c2 TAG inh DAPI viability
Cn1nnnc1NCc1cccc(Cl)c1Cl	-6	-2
COC(=O)c1cc(C)ccc1/C=C1/Cc2c(C)cc(C)cc2C1=O	-19	3
O=C(Nc1ccccc1)/C(=C\c1ccncc1)NC(=O)c1ccccc1	-7	8
COc1ccccc1Oc1nc([N+](=O)[O-])nn1CC(N)=O	6	-2
CN(C)N1C(=O)CC(N2CCCC2)C1=O (stereo not given)	-17	-1
CS(=O)(=O)Nc1cccc(NC(=O)C2Cc3c(-c4ccco4)ccnc3O2)c1 (stereo not given)	10	-2
CCCCCn1c(=O)[nH]c2cc(C(=O)NCc3ccc4c(c3)OCO4)ccc2c1=O	-20	10
CCOCCc1nnc(NC(=O)c2cc(OC)c(OC)cc2[N+](=O)[O-])s1	8	-3
CN(CC(=O)NC(c1ccccc1)c1ccccc1)Cc1nc2ccccc2c(=O)[nH]1	-1	3
CCOC(=O)CN(c1ccccn1)S(=O)(=O)c1ccc(OC)cc1	-1	-10
Cc1ccc2oc(=O)c3cnn(CC(=O)NCCc4ccsc4)c3c2c1	2	-3
Cc1nc(CCNC(=O)C2CCC(=O)N(CCc3cccc(F)c3)C2)sc1C (stereo not given)	13	0

Not all compounds are listed; count on the stated rates, not on these rows.
